TRPC6 act: activates the mouse TRPC6 cation channel. B-score at 10 µM. actives 0.13% (n = 310,000). HEK293-TRPC6 membrane potential dye fluorescence; active compounds read high. Q61143;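 active = B-score of the integrated fluorescence ratio above library mean plus 3 SD, and starting fluorescence ratio within library mean plus 5 SD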;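 also: higher score means more depolarization so channel activation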
TRPC4 block: blocks the mouse TRPC4 cation channel. HEK293 TRPC4beta/mu-opioid, DAMGO-evoked Fluo4 calcium flux; active compounds read low. B-score at 10 µM. actives 0.39% (n = 300,000);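 active = B-score over 3 SD under the library average, no early fluorescence shift, positive overall ratio signal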
Target sequence (Q9QUQ5 whole entry, looked up): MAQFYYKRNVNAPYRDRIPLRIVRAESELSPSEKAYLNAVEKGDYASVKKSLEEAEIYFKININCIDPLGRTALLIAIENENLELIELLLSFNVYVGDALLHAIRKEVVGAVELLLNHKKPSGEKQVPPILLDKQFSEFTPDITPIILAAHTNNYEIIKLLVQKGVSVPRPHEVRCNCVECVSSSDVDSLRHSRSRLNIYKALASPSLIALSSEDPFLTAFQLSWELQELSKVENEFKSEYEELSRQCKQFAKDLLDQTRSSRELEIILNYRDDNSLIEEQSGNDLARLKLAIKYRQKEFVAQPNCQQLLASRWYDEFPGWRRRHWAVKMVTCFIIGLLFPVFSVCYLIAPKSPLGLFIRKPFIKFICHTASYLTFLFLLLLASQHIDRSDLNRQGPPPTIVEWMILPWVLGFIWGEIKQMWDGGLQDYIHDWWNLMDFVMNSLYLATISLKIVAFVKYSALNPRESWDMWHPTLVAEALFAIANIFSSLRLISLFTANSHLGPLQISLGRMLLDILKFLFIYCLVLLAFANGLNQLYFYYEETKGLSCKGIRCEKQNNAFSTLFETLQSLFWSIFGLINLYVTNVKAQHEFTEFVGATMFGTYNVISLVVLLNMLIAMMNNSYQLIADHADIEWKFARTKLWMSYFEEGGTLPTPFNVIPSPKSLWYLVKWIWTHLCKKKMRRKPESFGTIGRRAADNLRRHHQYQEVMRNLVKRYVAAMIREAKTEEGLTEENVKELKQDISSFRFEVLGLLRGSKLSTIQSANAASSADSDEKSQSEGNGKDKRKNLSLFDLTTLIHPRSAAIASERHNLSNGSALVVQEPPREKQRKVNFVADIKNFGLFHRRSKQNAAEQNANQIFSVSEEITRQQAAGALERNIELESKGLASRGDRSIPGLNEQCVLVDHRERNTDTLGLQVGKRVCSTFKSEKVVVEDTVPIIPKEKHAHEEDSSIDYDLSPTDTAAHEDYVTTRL
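Assay system: Stable TRPC4beta/mu-opioid receptor HEK293 cells | Reagent: DAMGO in two steps, submaximal then maximal | Compound dosing: Single concentration per test compound | Signal: Fluo4 Ca2+ flux fluorescence | Evaluation: Per-well B score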
TRPC4 agonist: opens the mouse TRPC4 cation channel | HEK293 TRPC4beta/mu-opioid, Fluo4 calcium fluorescence; active compounds read high | Q9QUQ5 | B-score at 10 µM | actives 0.49% (n = 310,000);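 active = B-score above 5 SD of library B-scores, and initial fluorescence ratio not above library mean plus 5 SD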;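 also: positive B-score marks a calcium rise read as TRPC4 activation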
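System: HEK293 cells stably co-expressing mouse TRPC4beta and mu-opioid receptor; Schedule: Fluo4 dye loading 45 min at room temperature, 110 s recording; Detection: Fluo4 fluorescence, kinetic; Evaluation: B-scored integrated calcium fluorescence ratio; Controls: buffer (low) and maximal DAMGO (high).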
ANO1 activ: activates or potentiates the mouse TMEM16A chloride channel; Q8BHY3; HEK293 TMEM16A/YFP-H148Q/I152L, iodide quench fluorescence; active compounds read low; B-score at 10 µM; actives 0.3% (n = 340,000); AID 623877;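 active = fluorescence-ratio B-score plate-corrected deviation score at least 3 library SD below zero, with starting fluorescence score within 5 deviations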;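 also: channel opened by trigger with iodide after compound preincubation; score built on the fluorescence ratio of max minus min over baseline; more negative score means more quench and so TMEM16A activation or potentiation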
MrgX1 ag: agonists of human MrgX1 receptor; MrgX1-HEK293 cells, Fluo-4 calcium fluorescence, agonist mode; active compounds read high; AID 588627; B-score at 10 µM; Q96LB2; actives 0.44% (n = 310,000);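 active = calcium response B-score plate-corrected fluorescence ratio at least 3 library SD, with starting fluorescence B-score inside 5 SD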
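Assay system: MrgX1-expressing HEK293 cells / Amount: fifteen thousand cells per well / Doses: test compound in the initial addition of three / Timing: cells plated overnight, dye loaded 0.5 h 37 °C, 0.5 h room temperature / Technique: kinetic calcium dye fluorescence, Fluo-4 NW / Control set: positive and negative controls per plate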
TRPC4 PAM: allosteric potentiators of mouse TRPC4 channel. Q9QUQ5. HEK293 TRPC4beta/mu-opioid, DAMGO EC20, Fluo-4 Ca2+ flux; active compounds read high. B-score at 10 µM. actives 0.42% (n = 310,000). AID 2227;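 active = B-score of calcium response area above 5 SD of library B-scores, with initial fluorescence ratio within 5 SD of library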;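 also: B-score of integrated fluorescence ratio over time as area under calcium response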
ANO1 block: inhibitors of mouse TMEM16A calcium-activated chloride channel | HEK293 TMEM16A/YFP iodide influx fluorescence, ionomycin | normalized B-score (activity score, 25-100; higher = stronger inhibition) at 10 µM | AID 588511 | actives 1.2% (n = 310,000);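 active = ratio plate-corrected score three or more library SD toward inhibition, starting fluorescence score within five deviations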;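 also: score derived from kinetic fluorescence span divided by baseline fluorescence per well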
RGS4 block: inhibitors of human RGS4 | P49798 | HEK293 M3R/RGS4 inducible, Fluo-4 calcium flux; active compounds read high; triggered by carbachol at its EC20 | B-score at 10 µM | actives 0.45% (n = 310,000) | AID 463165;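 active = B-score, a plate-corrected calcium signal, over three deviations above library mean, with baseline fluorescence within five deviations of library mean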;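 also: RGS4 expression induced by doxycycline in cells with stable M3 receptor; B-score is computed from the integrated fluorescence ratio over baseline after carbachol; higher B-score means a larger calcium signal and so more RGS4 inhibition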
MrgX1 antagonist: blocks BAM8-22 activation of human MrgX1 receptor | MRGX1-HEK293 calcium flux, Fluo-4, BAM8-22 antagonism; active compounds read low | B-score at 10 µM | actives 1.3% (n = 310,000);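 active = calcium-response B-score plate-corrected more than 3 library SD below zero, starting fluorescence within 5 deviations, no agonist response on first addition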;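 also: peak minus trough fluorescence over baseline after final BAM8-22 challenge near maximal dose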
TRPC6 inh: inhibitors of mouse TRPC6 channel. Q61143. HEK293-TRPC6, membrane potential dye, ACh-evoked depolarization; active compounds read low. B-score at 10 µM. actives 1.1% (n = 310,000). AID 2553;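 active = B-score under library mean minus 3 SD, initial fluorescence not abnormally high, positive integrated signal ratio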;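 also: B-score derived from integrated fluorescence ratio over the kinetic read; more negative B-score means stronger inhibition of depolarization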
MrgX1 allo act: human MrgX1 positive allosteric modulation, primary screen | Q96LB2 | MrgX1-HEK293, Fluo-4 calcium flux, FDSS; active compounds read high | B-score at 10 µM | actives 0.63% (n = 310,000);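 active = plate-corrected calcium response at least 3 library SD above typical, normal starting fluorescence, not activating the receptor alone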;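 also: compound read alongside a low EC10 to EC30 dose of BAM8-22 agonist; peak minus trough fluorescence over baseline measured at the second addition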
The depositor's hits bear a star; i = inactive; · = not tested or not shown. This is a random part of the collection; any-hit rate near 5.8%.

SMILES | TRPC6 act | TRPC4 block | TRPC4 agonist | ANO1 activ | MrgX1 ag | TRPC4 PAM | ANO1 block | RGS4 block | MrgX1 antagonist | TRPC6 inh | MrgX1 allo act
Cc1nnsc1C(=O)N1CCCC(C(=O)c2ccc(C(F)(F)F)cc2)C1 (stereo not given) | i | i | i | i | i | i | i | i | i | i | i
CC(C)OC(=O)/C(C#N)=C/c1cn(C)c2ccccc12 | i | i | i | i | i | i | i | i | i | i | i
COC(=O)c1[nH]cnc1C(=O)c1ccccc1 | i | i | i | i | i | i | i | i | i | i | i
COc1ccc(OC)c(NC(=O)CSc2nc3c(c(=O)n(C)c(=O)n3C)n2C)c1 | i | i | i | i | i | i | i | i | i | i | i
CC(C)(C)c1ccc(-n2ncc3c2CCCC3NC(=O)c2cnccn2)cc1 (stereo not given) | i | i | i | i | i | i | i | i | i | i | i
CC(=O)N1CCc2cc(S(=O)(=O)NC(C)c3ccccc3)ccc21 (stereo not given) | i | i | i | i | i | i | i | i | i | i | i
O=C(N/C(=C\c1cccnc1)C(=O)N1CCC(O)CC1)c1ccccc1 | i | i | i | i | i | i | i | i | i | i | i
CC1CN(C(=O)c2ccc(CNS(=O)(=O)c3cccc(C(F)(F)F)c3)cc2)CC(C)O1 (stereo not given) | i | i | i | i | i | i | i | i | i | i | i
O=C1C2N=NN(CC(=O)N3N=C(c4ccccc4)CC3c3ccc([N+](=O)[O-])cc3)C2C(=O)N1c1ccccc1 (stereo not given) | i | i | i | · | i | i | i | i | i | i | i
CCOC(=O)c1ccc(COC(=O)CNS(=O)(=O)c2ccccc2)cc1 | i | i | i | i | i | i | i | i | i | i | i
Cc1ccc2sc(N(CCN(C)C)C(=O)c3ccc(S(=O)(=O)N4CC(C)OC(C)C4)cc3)nc2c1C (stereo not given) | i | i | i | i | i | i | i | i | i | i | i
COc1ccc(C(N)CCc2ccc(C)o2)cc1 (stereo not given) | i | i | i | i | i | i | i | i | i | i | i
O=S(=O)(c1cccs1)N1CCC2(CC1)OCCN2S(=O)(=O)c1ccccc1 | i | i | i | i | i | i | i | i | i | i | i
COC(CNC(=O)c1cccnc1)OC | i | i | i | i | i | i | i | i | i | i | i
CCCNS(=O)(=O)c1ccc(OCC(=O)N2CCN(c3ccccc3)CC2)cc1 | i | i | i | i | i | i | i | i | i | i | i
CC(C)N(C)Cc1cn(C)nc1-c1ccc(Oc2ccccc2)cc1 | i | i | i | i | i | i | i | i | i | i | i
CCN(CC)c1ccc(S(=O)(=O)N(CC)CC)cc1NC(=O)c1cccnc1 | i | i | i | i | i | i | i | i | i | i | i
Cc1cc(C)c(C(=O)CSc2nc3ccccc3c(=O)[nH]2)cc1C | i | i | i | i | i | i | i | i | i | i | i
Cc1ccc(CNC(=O)C2CNc3cc(C)ccc3O2)cc1 (stereo not given) | i | i | i | i | i | i | i | i | i | i | i
CC(C)(C)CN1C(=O)C(=O)NC[C@@H]1CCCCN | i | i | i | i | i | i | i | i | i | i | i

Quoted from the entries so far (two entries):
SMILES | TRPC6 act | TRPC4 block | TRPC4 agonist | ANO1 activ | MrgX1 ag | TRPC4 PAM | ANO1 block | RGS4 block | MrgX1 antagonist | TRPC6 inh | MrgX1 allo act
Cc1nnsc1C(=O)N1CCCC(C(=O)c2ccc(C(F)(F)F)cc2)C1 (stereo not given) | i | i | i | i | i | i | i | i | i | i | i
CC(C)OC(=O)/C(C#N)=C/c1cn(C)c2ccccc12 | i | i | i | i | i | i | i | i | i | i | i

Next results.
SMILES | TRPC6 act | TRPC4 block | TRPC4 agonist | ANO1 activ | MrgX1 ag | TRPC4 PAM | ANO1 block | RGS4 block | MrgX1 antagonist | TRPC6 inh | MrgX1 allo act
COc1ccc(-c2csc(NC(=S)NC(=O)c3ccco3)n2)cc1 | i | i | i | i | i | i | i | i | i | i | i
Cn1cc(CCC(=O)NCCCc2ccccc2)c2ccccc21 | i | i | i | i | i | i | i | i | i | i | i
CNc1oc(Cc2ccccc2)nc1S(=O)(=O)c1ccccc1 | i | i | i | i | i | i | i | i | i | i | i
COc1ccc(NC(=O)COc2ccc3oc(=O)cc(C)c3c2)cc1 | i | i | i | i | i | i | i | i | i | i | i
Cc1cc(NCc2ccc3c(c2)OCO3)n2nc(C)nc2n1 | i | i | i | i | i | i | i | i | i | i | i
Cc1ccc(NC(=O)N2CCC(NC(=O)c3cccc(C)c3)CC2)cc1 | i | i | i | i | i | i | i | i | i | i | i
COc1ccc(S(=O)(=O)N[C@H](C(=O)N2CC[C@@]3(O)CCCC[C@H]3C2)c2ccccc2)cc1 | i | i | i | i | i | i | i | i | i | i | i
CCOc1ccc(N2C(=O)CC(NCCNc3ccc([N+](=O)[O-])cn3)C2=O)cc1 (stereo not given) | i | i | i | i | i | i | 25* | i | i | i | i
CC(C)(C)[C@H]1CCC(=O)N([C@H](CSc2ccccc2)Cc2ccccc2)CC1 | i | i | i | i | i | i | i | i | i | i | i
CCc1c(C)sc(NC(=O)/C=C/c2ccc3c(c2)OCO3)c1C(=O)OC | i | i | i | i | i | i | i | i | i | i | i
O=C(O)CCCn1cc(NC(=O)COc2ccccc2)cn1 | i | i | i | i | i | i | i | i | i | i | i
Cc1cccc(NC(=O)C(C)C(=O)c2ccccc2)c1 (stereo not given) | i | i | i | i | i | i | i | i | i | i | i
Cc1ccccc1OCCCC(=O)Nc1ccc(N2CCOCC2)cc1 | i | i | i | i | i | i | i | i | i | i | i
COc1ccc(S(=O)(=O)Nc2ccccc2C(F)(F)F)cc1 | i | i | i | i | i | i | 100* | i | i | i | i
CN(C)c1ccc(N/C(=N\S(=O)(=O)c2cccs2)c2ccccc2)cc1 | i | i | i | i | i | i | i | i | i | i | i
COc1ccc(CCNC(=O)c2nnn(-c3cccc(C)c3)c2N)cc1OC | i | i | i | i | i | i | i | i | i | i | i
COc1ccc2c(c1)CCC/C2=N\OC(=O)c1ccccc1F | i | i | i | i | i | i | i | i | i | i | i
COc1ccc(Oc2cc(C(F)(F)F)nc(N(C)C)n2)cc1 | i | i | i | i | i | i | i | i | i | i | i
O=C(c1c(F)cccc1F)N1CCN=C1SCc1ccccc1 | i | i | i | i | i | i | i | i | i | i | i
O=C(O)C1CCCCC1C(=O)NCc1ccncc1 (stereo not given) | i | i | i | i | i | i | i | i | i | i | i
CCCCc1nc(NCc2ccccc2)c(C#N)c2c1CCCC2 | i | i | i | i | i | i | i | i | i | i | i
Cc1ccc(NC(=S)Nc2ccc(S(=O)(=O)Nc3ncccn3)cc2)c(C)c1 | i | i | i | i | i | i | i | i | i | i | i
Cc1ccc(S(=O)(=O)NC(=S)c2ccccc2)cc1 | i | i | i | i | i | i | i | i | i | i | i
Cc1nc2ncnn2c(C)c1CCC(=O)NC(C)c1ccc2c(c1)OCCO2 (stereo not given) | i | i | i | i | i | i | i | i | i | i | i
CC(=O)NC(CC(=O)Nc1cccc(S(=O)(=O)N2CCCCC2)c1)c1ccccc1 (stereo not given) | i | i | i | i | i | i | i | i | i | i | i
CCOC(=O)N1CCN(C(=O)CCNS(=O)(=O)c2ccccc2)CC1 | i | i | i | i | i | i | i | i | i | i | i
Cc1csc(SC(C)C(=O)NCC(=O)Nc2ccc(F)c(F)c2F)n1 (stereo not given) | i | i | i | i | i | i | i | i | i | i | i
CS(=O)(=O)c1ccc(SCC(=O)NC2CCS(=O)(=O)C2)c([N+](=O)[O-])c1 (stereo not given) | i | i | i | i | i | i | i | i | i | i | i
CC(=O)NC1(C(F)(F)F)N=C2SCCN2C1=O (stereo not given) | i | i | i | i | i | i | i | i | i | i | i
O=C(O)C1(c2ccccc2)CCN(S(=O)(=O)c2ccc(Cl)s2)CC1 | i | i | i | i | i | i | i | i | i | i | i
CCCN1CCN(CCCNC(=S)Nc2ccc(F)cc2)CC1 | i | i | i | i | i | i | i | i | i | i | i
O=C(CCNC(=O)OCc1ccccc1)NC1CCCCC1 | i | i | i | i | i | i | i | i | i | i | i
CS(=O)(=O)N1CCN(c2ccc([N+](=O)[O-])c(NCc3cccnc3)c2)CC1 | i | i | i | i | i | i | i | i | i | i | i
CCN(CC)c1ccc(NC(=O)c2cccc(OC)c2)c(C)c1 | i | i | i | i | i | i | i | i | i | i | i
COc1ccccc1CNC(=O)C1Cc2cc(S(=O)(=O)N3CCCCC3)ccc2N1C(C)=O (stereo not given) | i | i | i | i | i | i | i | i | i | i | i
CC(=O)NC(CCS(C)(=O)=O)C(=O)Nc1ccc2c(c1)OCO2 (stereo not given) | i | i | i | i | i | i | i | i | i | i | i
Cc1ccc(C)c2c1cc(C)c1nnc(SCC(=O)c3cccs3)n12 | i | i | i | i | i | i | i | i | i | i | i
Cc1ccc(C(=O)Nc2sc3c(c2C(=O)NCc2ccco2)CCCC3)cc1 | i | i | i | i | i | i | i | i | i | i | i
O=C1NC(=S)N/C1=C/c1cccc2ccccc12 | i | i | i | i | i | i | i | i | i | i | i
Cc1ccc2nc3c(cc(S(=O)(=O)c4ccccc4)c(=N)n3Cc3ccco3)c(=O)n2c1 | i | i | i | i | i | i | i | i | i | -5.5* | i
CCCC(C)C(=O)Nc1nc(C)c(-c2csc(Nc3cc(Cl)ccc3C)n2)s1 (stereo not given) | i | i | i | i | i | i | i | i | i | i | i
O=C(O)C1CC(=O)N(CCOc2ccccc2)C1 (stereo not given) | i | i | i | i | i | i | i | i | i | i | i
Cc1ccc(NC(=O)c2ccccc2F)cc1S(=O)(=O)N1CCCCCC1 | i | i | i | i | i | i | i | i | i | i | i
COc1ccc(C2C(C(C)=O)=C(C)N=c3s/c(=C/c4ccc5c(c4)OCO5)c(=O)n32)cc1 (stereo not given) | i | i | i | · | · | i | · | i | · | i | ·
Cc1ccc(-n2c(SCC(N)=O)nc3c(oc4ccccc43)c2=O)cc1 | i | i | i | i | i | i | i | i | i | i | i
CCOc1cc(C)c(Cl)cc1S(=O)(=O)n1nnc2ccccc21 | i | i | i | i | i | i | i | i | i | i | i
O=C(CNC(=O)c1sc2ccccc2c1Cl)NCc1ccc(F)cc1 | i | i | i | i | i | i | i | i | i | i | i
